Epigenetic reg = Quantitative High-Throughput Screen for Regulators of Epigenetic Control. Potency, µM (top dose mostly 53.9 µM), for inactives: at the top dose GFP activation, most hits filed as activators. murine LDR cells, GFP reporter derepression, 30 h. hit rate 0.2% among 280,000; also: % of control where 0% means no effect; nearly all actives have a fitted effect of over 60% in size
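GFP-positive cell count by laser-scanning cytometry (objects 20–120 um) after 30 h, 37 C compound exposure of murine LDR cells; reporter is CMV-GFP integrated at a silenced locus, inducible by HDAC or DNMT inhibitors.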
GAA glycogen mod = qHTS Assay for Inhibitors and Activators of Human alpha-Glucosidase Cleavage of Glycogen. recombinant GAA, glycogen substrate, Amplex Red glucose oxidase fluorescence. Potency, µM (top dose mostly 76.4 µM), for inactives: at the top dose activity change, negative = inhibition, actives largely listed as inhibitors. hit rate 0.38% among 300,000. AID 2100, 2009;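 also: 0% = full enzyme reaction and -100% = no-enzyme basal signal; the screen sought inhibitors and activators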
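Recombinant human enzyme (4 nM); glycogen substrate; 37 C, 40 min, pH 5.0. Readout: coupled glucose oxidase/Amplex Red fluorescence.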
aGal spleen mod = qHTS Assay for Inhibitors and Activators of Human alpha-Galactosidase From Spleen Homogenate | Alpha-galactosidase A (Homo sapiens), P06280 | human spleen homogenate, 4MU-alpha-Gal fluorescence, 40 min | Potency, µM (doses to about 80 µM), without a hit: top-dose activity change, negative = inhibition, actives largely listed as inhibitors | hit rate 0.008% among 240,000 | AID 2107, 2009;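 also: 0% = enzyme with vehicle and -100% = no enzyme basal signal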
Target sequence (P06280 32-429 limits assumed): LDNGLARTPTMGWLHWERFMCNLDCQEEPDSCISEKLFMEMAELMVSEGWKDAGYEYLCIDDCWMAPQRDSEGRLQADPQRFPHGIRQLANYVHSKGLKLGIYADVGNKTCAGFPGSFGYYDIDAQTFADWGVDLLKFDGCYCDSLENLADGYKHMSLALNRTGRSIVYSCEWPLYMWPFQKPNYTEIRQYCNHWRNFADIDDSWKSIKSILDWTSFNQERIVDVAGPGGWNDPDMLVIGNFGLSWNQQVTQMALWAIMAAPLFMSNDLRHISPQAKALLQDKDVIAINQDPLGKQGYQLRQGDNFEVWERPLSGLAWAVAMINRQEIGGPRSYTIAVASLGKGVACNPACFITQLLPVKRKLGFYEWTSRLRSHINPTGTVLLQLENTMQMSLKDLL
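Human spleen homogenate (1 ug) was the enzyme source, with 4-methylumbelliferyl-alpha-D-galactopyranoside (1 mM final) in pH 5.0 citrate buffer with 0.01% Tween-20. Compounds were titrated; after 40 min at 37C, NaOH/glycine stop, 4-MU fluorescence read; AC50 from Hill fits.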
Tau fluor counter = Counterscreen qHTS for Inhibitors of Tau Fibril Formation, Fluorescence Polarization; tau K18 P301L Alexa594 fluorescence, heparin fibrillization; Potency, µM (top dose mostly 57.7 µM), inactives show top-dose activity change, negative = decrease; hit rate 0.93% among 280,000; also: % is scaled to controls: 0 for no effect and ±100 for the full control effect; nearly all actives have a fitted effect of over 55% in size
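Human tau K18 P301L (15 uM unlabeled, 0.24 uM Alexa 594-labeled) in 100 mM sodium acetate pH 7 with 20 uM heparin, 6 hr at 37 C. ThT 30 uM added, 1 hr ambient; Alexa 594 FP and total fluorescence read at 555/632 nm.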
GAA spleen mod = qHTS Assay for Inhibitors and Activators of Human alpha-Glucosidase From Spleen Homogenate. Lysosomal alpha-glucosidase (Homo sapiens), P10253. human spleen homogenate, 4-MU-alpha-glucoside fluorescence. Potency, µM (highest dose often 79.9 µM), for inactives: top-dose activity change, negative = inhibition, usual class: inhibitors. hit rate 0.006% among 240,000. AID 2112, 2009;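 also: 0% = enzyme with vehicle and -100% = no enzyme basal signal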
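Human spleen homogenate (1 ug) incubated with compounds and 1 mM 4-methylumbelliferyl-alpha-D-glucopyranoside in pH 5.0 citrate/phosphate buffer, 37 C, 40 min. Stopped at pH 10; 4-MU fluorescence (Ex 365/Em 440 nm); AC50 by Hill fit.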
The depositor's hits bear a star; ? = inconclusive; / = no result given; [ ] = remark or other dose. Calls follow the shape of the dose curve; as a rule, active = well fitted curve in the direction sought with a large enough effect; inconclusive = small, poorly fitted or top-dose-only effect, or another doubt; inactive = no such curve, though single readings can be large; an effect the other way counts as inactive or inconclusive. Potency is read from the fitted curve at half-maximal effect. The list is partial. The share of hits here may be higher or lower than overall.

1) O=C(Nc1cccc(Cl)c1Cl)c1ccc2c(c1)N(Cc1cccc(Cl)c1)C(=O)c1ccccc1S2=O (centres undefined)
2) Cc1ccc(Cn2c(=O)n(CC3CCC(C(=O)N4CCOCC4)CC3)c(=O)c3sccc32)cc1 (centres undefined)
3) COc1cccc(N2CCN(C(=O)c3c(C)oc4ncnc(N5CCOCC5)c34)CC2)c1
4) O=C(c1ccc2c(c1)OCCO2)N(Cc1cccnc1)c1nc2c(Cl)cccc2s1
5) Cc1ccc(C(=O)Nc2ccc(F)cc2)cc1S(=O)(=O)N1CCOCC1
6) O=C(Nc1cccc(Cl)c1)c1cnc2sc(N3CCCC3)nn2c1=O
7) COc1ccccc1CNC(=O)c1ccc2nc(-c3ccccc3)c(-c3ccccc3)nc2c1
8) CCN(CC)S(=O)(=O)c1ccc2oc(C(=O)Nc3cc(C)ccc3OC)c(C)c2c1
9) COc1ccccc1Nc1sc(C(=O)c2ccc3c(c2)OCO3)c(N)c1S(=O)(=O)c1ccccc1
10) Cc1ccccc1C(=O)Nc1ccc2c(c1)CCCN2C(=O)c1cccs1
Assay by compound	1	2	3	4	5	6	7	8	9	10
GAA spleen mod	/	/	/	/	/	/	/	/	/	/
Tau fluor counter	-6.0%	-3.4%	-7.6%	-20.1%	-9.9%	4.2%	-22.5%	-3.9%	-14.8%	-8.6%
GAA glycogen mod	/	/	/	/	/	/	/	/	/	/
Epigenetic reg	-1.1%	1.1%	0.0%	0.1%	0.3%	0.8%	1.4%	1.8%	0.0%	6.9%
aGal spleen mod	/	/	/	/	/	/	/	/	/	/

11) O=C(CS(=O)(=O)c1cccc2nsnc12)NCc1ccccc1
12) CCOc1ccc(N2CC(NC(=O)c3ccc(S(=O)(=O)N4CCOCC4)cc3)CC2=O)cc1 (centres undefined)
13) Cn1cc(S(=O)(=O)N2CCCCCC2)cc1C(=O)NCc1ccc(Cl)cc1
14) COc1ccc(C)cc1NC(=O)C1CCC(CNS(=O)(=O)c2ccc3c(c2)CCCC(=O)N3)CC1 (centres undefined)
15) Cc1cccc2c(=O)cc(CSc3ccccc3NC(=O)c3cccc(Cl)c3)[nH]c12
16) O=C(NCCc1csc(-c2cccnc2)n1)c1ccc(F)c(F)c1
17) Cc1ccc(NC(=O)N2CCN(c3cc(-c4noc(C)n4)ccc3C)CC2)c(F)c1
18) COc1cccc(-n2cc(C(=O)Oc3ccc(F)cc3)c3ccccc3c2=O)c1
19) Cc1cc(N2CCN(C)CC2)nc2ccc(NC(=O)Nc3ccccc3)cc12
20) CC(=O)c1cccc(NC(=O)C2CCN(S(=O)(=O)c3ccc4c(c3)CCCN4C(C)=O)CC2)c1
Assay by compound	11	12	13	14	15	16	17	18	19	20
GAA spleen mod	/	/	/	/	/	/	/	/	/	/
Tau fluor counter	-4.8%	2.8%	2.8%	-9.3%	-14.1%	-3.6%	-25.2%	-12.9%	17.8µM*[quencher]	-6.4%
GAA glycogen mod	/	/	/	/	/	/	/	/	/	/
Epigenetic reg	0.0%	-0.1%	-1.7%	-1.8%	1.2%	2.8%	0.0%	0.0%	-1.3%	0.0%
aGal spleen mod	/	/	/	/	/	/	/	/	/	/

21) CCc1nnc(NC(=O)CSc2nc3c([nH]c4ccccc43)c(=O)n2-c2cc(C)cc(C)c2)s1
22) Cc1oc(-c2ccc(C(=O)Nc3ccccc3F)cc2)nc1COc1ccccc1
23) CCOc1ccc(-n2nc3ccc(NC(=O)c4ccc(OC)c(Cl)c4)cc3n2)cc1
24) CCOc1ccc(CCNC(=O)c2cc3cccc4c3n2CCS4)cc1
25) CCOC(=O)c1scc(-c2ccc(C)cc2)c1S(=O)(=O)N1CCN(c2ccccc2F)CC1
26) COc1ccc(N2CC(NC(=O)c3c(F)cccc3Cl)CC2=O)cc1OC (centres undefined)
27) CCOc1ccc(NC(=O)C2(c3cccs3)CCOCC2)cc1
28) CCCN1CCN(c2ncnc3sc(C(=O)Nc4c(C)cc(C)cc4C)c(C)c23)CC1
29) COc1ccc(NC(=O)CN2C(=O)CSc3ccc(S(=O)(=O)N(C)C)cc32)cc1Cl
30) CN1C(=O)c2ccccc2Sc2ccc(NC(=O)COc3ccccc3)cc21
Assay by compound	21	22	23	24	25	26	27	28	29	30
GAA spleen mod	/	/	/	/	/	/	/	/	/	/
Tau fluor counter	-24.5%	2.2%	-3.3%	?	-19.9%	-2.9%	-6.4%	6.7%	-22.3%	?
GAA glycogen mod	/	/	/	/	/	/	/	/	/	/
Epigenetic reg	?	5.7%	3.6%	5.5%	3.5%	1.3%	-0.1%	-5.3%	5.9%	1.3%
aGal spleen mod	/	/	/	/	/	/	/	/	/	/

31) Oc1c(C(c2ccccc2F)N2CCN(c3ccccc3F)CC2)sc2nc(-c3ccco3)nn12 (centres undefined)
32) CC(C)Oc1ccc(CNC(=O)C2CCN(c3nc4ccccc4nc3C(F)(F)F)CC2)cc1
33) CCOC(=O)c1ccc(NC(=O)c2c(NCc3sccc3C)sc3c2CCCCC3)cc1
34) COc1ccc(C)cc1NC(=O)Cn1c(=O)n(Cc2nc(C)no2)c(=O)c2ccccc21
35) Cc1ccc(CNC(=O)Cn2c(=O)cc(C(F)(F)F)c3c(C)nn(C)c32)cc1
36) CCOC(=O)c1c(C)[nH]c(C)c1S(=O)(=O)N1CCCC(C(=O)N2CCN(c3ccccc3)CC2)C1 (centres undefined)
37) Cc1ccccc1C(=O)Nc1cccc(OCc2cc(=O)n3cccc(C)c3n2)c1
38) CCOC(=O)c1c(S(=O)(=O)N2CCN(c3ccccc3OC)CC2)c(C)n(C)c1C
39) CCC(Oc1ccccc1)C(=O)Nc1cccc(OCc2cc(=O)n3cccc(C)c3n2)c1 (centres undefined)
40) Cc1ccc(-n2ncc(C(=O)Nc3c(Cl)cccc3Cl)c2C2CCNCC2)cc1
Assay by compound	31	32	33	34	35	36	37	38	39	40
GAA spleen mod	/	/	/	/	/	/	/	/	/	/
Tau fluor counter	-24.9%	-2.4%	-28.4%	3.8%	-3.3%	-11.2%	-9.2%	-6.0%	-18.9%	-7.0%
GAA glycogen mod	/	/	/	/	/	/	/	/	/	/
Epigenetic reg	4.7%	-3.1%	-1.1%	2.5%	0.0%	-1.3%	-3.1%	-1.3%	-0.4%	-2.8%
aGal spleen mod	/	/	/	/	/	/	/	/	/	/

41) COc1cccc(CNC(=O)c2ccc3c(c2)nc2n3CCOC2)c1OC
42) COc1cccc(CNC(=O)c2ccc3c(c2)nc2n3CCOC2)c1
43) Cc1cccc(CN2C(=O)c3ccccc3S(=O)(=O)c3ccc(C(=O)OCC4CCCO4)cc32)c1 (centres undefined)
44) Cc1cccc(NC(=O)N2CCN(C(=O)c3nsc4ccccc34)CC2)c1C
45) COC(=O)c1ccc(-n2c(/C=C\c3cccc(Br)c3)nc3ccccc3c2=O)cc1
46) CCC(=O)N1c2ccccc2CC1C(=O)NCCCN1CCN(c2ccc(F)cc2)CC1 (centres undefined)
47) COc1cc(C2C(=O)N(C3CCCCC3)CC(=O)N2CCc2ccccc2)ccc1OC(C)C (centres undefined)
48) Cc1cc(C)c(/C=C/c2onc(C)c2S(=O)(=O)N2CCC(C(=O)N3CCN(c4ccc(Cl)cc4)CC3)CC2)c(C)c1
49) COc1ccc(NC(=O)CSc2nc3c([nH]c4ccccc43)c(=O)n2-c2ccccc2)c(OC)c1
50) COc1ccc(CNC(=O)Cc2csc3nc(-c4ccc(C)cc4)cn23)cc1
Assay by compound	41	42	43	44	45	46	47	48	49	50
GAA spleen mod	/	/	/	/	/	/	/	/	/	/
Tau fluor counter	5.2%	9.9%	-23.0%	3.3%	6.4%	-1.8%	5.1%	-7.1%	-20.8%	-21.3%
GAA glycogen mod	/	/	/	/	/	/	/	/	/	/
Epigenetic reg	5.6%	0.6%	6.9%	-0.3%	0.3%	-2.6%	-0.6%	-1.7%	?	0.0%
aGal spleen mod	/	/	/	/	/	/	/	/	/	/

An excerpt of these results, bar-delimited.
# | Structure | GAA spleen mod | Tau fluor counter | GAA glycogen mod | Epigenetic reg | aGal spleen mod
41 | COc1cccc(CNC(=O)c2ccc3c(c2)nc2n3CCOC2)c1OC | / | 5.2% | / | 5.6% | /
42 | COc1cccc(CNC(=O)c2ccc3c(c2)nc2n3CCOC2)c1 | / | 9.9% | / | 0.6% | /
43 | Cc1cccc(CN2C(=O)c3ccccc3S(=O)(=O)c3ccc(C(=O)OCC4CCCO4)cc32)c1 (centres undefined) | / | -23.0% | / | 6.9% | /
44 | Cc1cccc(NC(=O)N2CCN(C(=O)c3nsc4ccccc34)CC2)c1C | / | 3.3% | / | -0.3% | /
45 | COC(=O)c1ccc(-n2c(/C=C\c3cccc(Br)c3)nc3ccccc3c2=O)cc1 | / | 6.4% | / | 0.3% | /
46 | CCC(=O)N1c2ccccc2CC1C(=O)NCCCN1CCN(c2ccc(F)cc2)CC1 (centres undefined) | / | -1.8% | / | -2.6% | /
47 | COc1cc(C2C(=O)N(C3CCCCC3)CC(=O)N2CCc2ccccc2)ccc1OC(C)C (centres undefined) | / | 5.1% | / | -0.6% | /
48 | Cc1cc(C)c(/C=C/c2onc(C)c2S(=O)(=O)N2CCC(C(=O)N3CCN(c4ccc(Cl)cc4)CC3)CC2)c(C)c1 | / | -7.1% | / | -1.7% | /
49 | COc1ccc(NC(=O)CSc2nc3c([nH]c4ccccc43)c(=O)n2-c2ccccc2)c(OC)c1 | / | -20.8% | / | ? | /
50 | COc1ccc(CNC(=O)Cc2csc3nc(-c4ccc(C)cc4)cn23)cc1 | / | -21.3% | / | 0.0% | /

Later entries:
51) Cc1cc(C)cc(NC(=O)c2cc(C)nc3c2c(C)nn3-c2ccccc2)c1
52) Cc1nc(-c2cccc(S(=O)(=O)N3CCC(C(=O)NCc4ccccc4Cl)CC3)c2)no1
53) CC(CNC(=O)c1ccc2c(c1)nc1n2CCCCC1)c1ccccc1 (centres undefined)
54) COc1ccc(NC(=O)c2c(NCc3cccc(OC)c3)sc3c2CCC3)cc1
55) Cc1cccc(OCC(=O)Nc2ccc(-c3nc4cc(C)ccc4o3)c(O)c2)c1
56) CC(C)C[C@H](NC(=O)[C@@H](Cc1c[nH]c2ccccc12)NC(=O)[C@H](Cc1ccc(O)cc1)NC(=O)[C@H](CO)NC(=O)[C@H](Cc1c[nH]c2ccccc12)NC(=O)[C@H](Cc1cnc[nH]1)NC(=O)[C@@H]1CCC(=O)N1)C(=O)N[C@@H](CCCN=C(N)N)C(=O)N1CCC[C@H]1C(=O)NCC(N)=O
Assay by compound	51	52	53	54	55	56
GAA spleen mod	/	/	/	/	/	3.0%
Tau fluor counter	-13.7%	-24.8%	3.1%	-22.0%	/	/
GAA glycogen mod	/	/	/	/	2.9%[76.3 µM]	/
Epigenetic reg	0.0%	-1.3%	-3.9%	-1.1%	2.7%	/
aGal spleen mod	/	/	/	/	/	-2.3%

Compound activity from PubChem BioAssay.
